TROY NFkB inh: inhibitors of TROY-driven NF-kB signaling, primary screen, Q293 LMP1-TROYcd cells, NF-kB luciferase, uHTS | 360,000 tested, 0.98% active | Q293 LMP1-TROYcd NF-kB luciferase reporter, 4 h | inhibition, % at 10 µM;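 active = compounds whose plate-normalised and pattern-corrected inhibition of the luciferase reporter signal at the single screening dose is 50% or more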
TLR9-MyD88 block: inhibitors of TLR9-MyD88 association in cells, primary screen, cell-based, CHO, BLA complementation, fluorescence; AID 504734, 2011; CCF4 FRET ratio; 340,000 tested, 0.21% active; inhibition, % at 4.98 µM;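 active = inhibition above the mean over all tested compounds plus 3 SD, cut at about 21% in these data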;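 note: 0% = DMSO only wells and 100% = clavulanate BLA inhibitor control wells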
COUP-TFII inh: NR2F2 transcriptional activity inhibitors, primary screen, cell-based, luciferase reporter, HEK293T, luminescence; HEK293T NGFI-A luciferase reporter; COUP transcription factor 2 (Homo sapiens), P24468; 370,000 tested, 0.7% active; inhibition, % at 8.6 µM;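 active = inhibition above a per-plate cutoff, mean inhibition of test wells between control levels plus 3 SD, cut at about 38% in these data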;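 note: cells cotransfected with COUP-TFII expression vector driving the NGFI-A reporter; 0% = median of COUP-TF2 test wells and 100% = reporter-only cells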
LRH-1 inv ag: LRH-1 (NR5A2) inverse agonists, primary screen, cell-based, luminescence, HEK293T, StAR-luciferase reporter. AID 602396, 2012. LRH-1 transfected, 24 h. 360,000 tested, 0.13% active. inhibition, % at 3.6 µM. Nuclear receptor subfamily 5 group A member 2 (Homo sapiens), O00482;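 active = inhibition above the mean inhibition of all tested compounds plus 3 SD, cut at about 73% in these data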;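 note: 0% = DMSO wells and 100% = reporter-only cells lacking LRH-1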
NOD2 RIPK2 PPI: NOD2-RIPK2 binding disruptors in cells, primary screen, fluorescence, CHO cells, BLA complementation. inhibition, % at 4.98 µM. CCF4 ratio. Receptor-interacting serine/threonine-protein kinase 2 (Homo sapiens), O43353. 360,000 tested, 0.38% active. AID 624267, 2012; in the data active = inhibition above about 21%;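 note: 0% = vehicle only and 100% = reference blocker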
Vif imaging: HIV Vif self-association inhibitors, primary screen, imaging, HEK293T, single point; HEK293T cells, Vif self-association by quenched fluorescence, 24 h; inhibition, % at 7.49 µM; 340,000 tested, 0.35% active; AID 602346, 2012; in the data active = inhibition above about 50%, passing the limit was not always enough; note: some results filed as inactive read as strong as hits
SRC1 inh: SRC1 coactivator transcriptional activity inhibitors, primary screen, cell-based, luminescence; Nuclear receptor coactivator 1 (Homo sapiens), Q15788; HEK293 GAL4-SRC1 luciferase reporter; inhibition, % at 3.6 µM; 360,000 tested, 0.12% active;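 active = inhibition above the campaign mean plus 3 SD, with each screening campaign given its own cutoff, cut at about 60% in these data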;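 note: 0% = DMSO treated cells and 100% = gossypol at 36 µM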
Target sequence (Q15788 whole entry, looked up, the tested form may be a part): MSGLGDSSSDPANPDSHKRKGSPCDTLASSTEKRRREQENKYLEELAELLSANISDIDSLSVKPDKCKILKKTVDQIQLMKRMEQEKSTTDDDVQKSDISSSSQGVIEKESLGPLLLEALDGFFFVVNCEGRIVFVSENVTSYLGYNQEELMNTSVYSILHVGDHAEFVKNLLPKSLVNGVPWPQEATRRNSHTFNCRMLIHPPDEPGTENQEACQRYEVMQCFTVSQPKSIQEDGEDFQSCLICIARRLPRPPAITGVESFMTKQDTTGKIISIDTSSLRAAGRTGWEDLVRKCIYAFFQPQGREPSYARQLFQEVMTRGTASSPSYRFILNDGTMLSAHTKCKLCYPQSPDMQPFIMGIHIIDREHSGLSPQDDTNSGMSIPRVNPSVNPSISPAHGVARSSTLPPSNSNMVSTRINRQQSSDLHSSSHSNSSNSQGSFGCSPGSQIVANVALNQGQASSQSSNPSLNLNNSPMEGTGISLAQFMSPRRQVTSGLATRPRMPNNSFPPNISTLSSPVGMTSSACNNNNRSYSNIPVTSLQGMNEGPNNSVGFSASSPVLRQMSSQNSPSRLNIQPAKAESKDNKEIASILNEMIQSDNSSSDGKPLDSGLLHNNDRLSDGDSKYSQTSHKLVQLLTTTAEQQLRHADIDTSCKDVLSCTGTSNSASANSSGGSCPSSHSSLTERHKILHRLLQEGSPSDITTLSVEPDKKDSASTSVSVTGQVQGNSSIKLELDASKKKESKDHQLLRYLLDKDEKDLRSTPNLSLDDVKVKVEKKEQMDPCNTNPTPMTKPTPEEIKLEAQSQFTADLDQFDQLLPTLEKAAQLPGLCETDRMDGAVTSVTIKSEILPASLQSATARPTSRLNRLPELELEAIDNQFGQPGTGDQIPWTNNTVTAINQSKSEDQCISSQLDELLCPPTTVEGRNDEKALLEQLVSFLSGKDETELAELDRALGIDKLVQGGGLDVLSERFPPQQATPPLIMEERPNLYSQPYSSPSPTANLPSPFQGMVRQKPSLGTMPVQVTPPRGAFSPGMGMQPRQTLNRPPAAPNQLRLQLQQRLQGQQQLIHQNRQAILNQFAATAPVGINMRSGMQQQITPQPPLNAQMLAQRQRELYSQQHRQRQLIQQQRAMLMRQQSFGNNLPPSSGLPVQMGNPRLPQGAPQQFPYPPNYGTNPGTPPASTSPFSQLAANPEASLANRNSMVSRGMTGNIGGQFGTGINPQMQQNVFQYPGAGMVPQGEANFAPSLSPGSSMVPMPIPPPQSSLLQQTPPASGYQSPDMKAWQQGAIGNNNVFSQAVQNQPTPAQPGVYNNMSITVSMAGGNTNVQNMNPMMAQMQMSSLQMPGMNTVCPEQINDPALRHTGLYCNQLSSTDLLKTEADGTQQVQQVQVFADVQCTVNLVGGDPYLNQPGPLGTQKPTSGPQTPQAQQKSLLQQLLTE
TRAIL sens C8: viability loss with TRAIL in NB7+C8 cells, primary screen, TRAIL sensitizer project, cell-based, ATPlite luminescence | inhibition (viability loss, TRAIL sensitization), % at 10 µM | 360,000 tested, 1% active;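 active = compounds causing at least 50% loss of cell viability in the single-dose screen, relative to plate controls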
LMP1 NFkB inh: EBV LMP1-driven NF-kappaB luciferase reporter inhibitors, primary screen, cell-based, luminescence, single point; LMP1-induced NF-kappaB luciferase reporter cells; 350,000 tested, 0.69% active; AID 504558, 2011; inhibition, % at 12.5 µM; in the data active = inhibition above about 41%;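 note: 0% = neutral control wells and 100% = reference inhibitor control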
SRC2 inh: inhibition of GAL4-SRC2 driven luciferase reporter, primary screen, SRC2 inhibitor project, cell-based, luminescence; 370,000 tested, 0.17% active; Nuclear receptor coactivator 2 (Homo sapiens), Q15596; inhibition, % at 9 µM; HEK293 GAL4-SRC2 luciferase reporter; AID 651957, 2012;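 active = inhibition above the mean inhibition of all tested compounds plus 3 SD, set per campaign, cut at about 52% in these data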;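 note: 0% = DMSO treated cells and 100% = cells given Gossypol at 36 µM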
NCOA3 inh: SRC3 coactivator transcriptional activity inhibitors, primary screen, cell-based, luminescence; inhibition, % at 3.6 µM; Nuclear receptor coactivator 3 (Homo sapiens), Q9Y6Q9; AID 588352, 2011; HEK293 GAL4-SRC3 luciferase reporter; 360,000 tested, 0.17% active;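 active = inhibition above a per-campaign cutoff, the mean of all compounds plus 3 SD, cut at about 60% in these data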;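 note: 0% = DMSO-treated cells and 100% = gossypol-treated cells at 36 µM; higher means less SRC3-driven luciferase light from the GAL4 reporter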
* hit, by the source's call; · = no result given. An excerpt; rates above refer to the full screens.

The line under a structure holds: COUP-TFII inh	NOD2 RIPK2 PPI	SRC1 inh	LRH-1 inv ag	TROY NFkB inh	TLR9-MyD88 block	Vif imaging	TRAIL sens C8	LMP1 NFkB inh	SRC2 inh	NCOA3 inh
1	CCn1c(SCC(=O)OCc2ccccc2)nnc1-c1ccco1
  -12	-12	4	16	1	2	·	-3	4	1	-25
2	Cc1ccc[n+](CC(=O)c2cc3ccccc3oc2=O)c1
  5	-5	-8	12	19	-13	-1	1	-7	-26	-3
3	CCOC(=O)C1=C(COC(=O)COc2ccc(C(C)=O)cc2)NC(=O)NC1C (stereo unspecified)
  -7	-5	-9	-10	-8	1	-7	20	-12	-9	5
4	O=C(O)c1cccnc1SC1CC(=O)N(c2cccc(C(F)(F)F)c2)C1=O (stereo unspecified)
  13	6	-6	14	-19	1	2	-4	3	10	12
5	O=C(COn1nnc2ccccc21)N1CCN(Cc2ccccc2)CC1
  -29	5	-42	-29	3	1	10	-3	-9	-17	-19
6	O=S(=O)(NCC(c1ccc2c(c1)OCO2)N1CCOCC1)c1ccc(Br)cc1 (stereo unspecified)
  3	-10	-8	-4	-1	-5	·	-22	3	-15	-23
7	COc1ccc(NS(=O)(=O)c2ccc(O)c([N+](=O)[O-])c2)cc1S(=O)(=O)N1CCCCC1
  12	-7	-5	13	10	-2	9	-3	2	7	-10
8	O=C(NCCCN1CCN(c2cccc(Cl)c2)CC1)c1nc(-c2ccncc2)no1
  25	-3	7	15	7	-18	-1	-4	-16	3	21
9	COc1cc2c(cc1OC)-c1cc3ccc4c(c3c[n+]1CC2)OCO4
  -12	-10	5	10	21	0	19	-13	-4	0	-9
10	COC(=O)c1ccc(NC(=O)c2cc(Cl)ccc2OC)cc1
  4	4	-18	19	-26	5	20	3	-1	2	16
11	COc1ccc(CCNC(=O)CNS(=O)(=O)c2ccc(N(C)C)c([N+](=O)[O-])c2)cc1OC
  -3	-7	-8	-2	3	-8	-8	-3	-1	-6	-13
12	CCOc1ccccc1C(=O)n1nc2nc(C)cc(C)c2c1N
  -18	-1	4	4	13	3	-7	-2	6	-17	24
13	CC(CCc1ccc(O)cc1)NC(c1ccccc1)c1ccc(Cl)cc1 (stereo unspecified)
  -27	5	16	22	8	11	-4	5	-17	-12	-2
14	Cc1ccccc1CNC(=O)CCC(=O)N1CCOc2ccc(Cl)cc21
  -5	1	1	34	0	-2	·	16	1	17	4
15	Cc1ccc(C)c(N(CC(=O)NC2CCCC2)S(=O)(=O)c2ccccc2)c1
  6	1	2	-12	3	5	-4	-7	0	-6	7
16	COc1ccc(-c2[nH]ncc2CN2CCCO2)cc1F
  13	-5	13	13	14	-11	-2	-16	0	-39	6
17	N#Cc1ccccc1NC(=O)c1ccc(-c2ccccc2Cl)o1
  -15	-11	-38	-110	·	-1	-3	-1	-24	-66	-60
18	CCOC(=O)c1sc2nc(C)nc(NCc3cccnc3)c2c1C
  -7	4	-10	-6	6	-3	-4	-10	-1	2	3
19	COc1ccccc1-n1cnc(N)c1C(C)=O
  9	3	1	17	26	-6	-2	-6	-19	-1	3
20	CN(Cc1ccccc1F)C(=O)C1CCCN(C(=O)c2ccc(Cl)cc2)C1 (stereo unspecified)
  21	-7	-13	5	12	-4	7	-3	7	-13	4
21	CC(=O)N1c2ccc(S(=O)(=O)NCc3ccco3)cc2CC1C (stereo unspecified)
  6	5	10	4	-17	0	1	0	3	-10	-7
22	COc1cccc(OC2(C)CCN(Cc3ccc(-c4ccccn4)cc3)C2)c1 (stereo unspecified)
  1	-4	-1	-13	2	·	-7	-8	·	-8	-7
23	COc1ccc2oc(C(=O)N3CCN(C(c4ccccc4)c4ccccc4)CC3)c(C)c2c1
  -5	-1	-2	8	13	1	-5	19	8	-12	15
24	S=c1[nH]nc(-c2cnccn2)n1-c1ccccc1
  -1	-2	9	-3	7	-4	-16	2	-13	-2	-5
25	Cc1nn(Cc2ccc(F)cc2)c2sc(C(=O)Nc3ccc(N4CCOCC4)cc3N3CCOCC3)cc12
  3	11	-18	2	20	-8	-1	9	-9	-1	5
26	O=C(O)c1ccccc1C(=O)c1ccc2c(c1)N(Cc1cccc(F)c1)C(=O)CO2
  1	14	3	-4	11	-12	-1	0	-6	-4	13
27	CCC(C)(C)NC(=O)c1ccc(Br)o1
  -11	-2	-17	-6	-13	8	0	-1	5	-28	18
28	Cc1ccc(S(=O)(=O)N2CCOCC2)cc1NC(=O)COC(=O)c1ccc(Cl)nc1
  4	-1	-1	13	-4	-4	-2	-9	-2	11	3
29	O=C(NCCc1c[nH]c2ccccc12)c1cc(Cl)c2c(c1)OCO2
  -32	0	-69	-86	-28	-5	-7	20	5	-38	-73
30	CCOc1ccc2cc(S(=O)(=O)n3ccnc3C)ccc2c1
  1	-3	-6	-9	-3	-6	·	-8	-10	-23	-5
31	COc1cc(OC)cc(C(=O)Nc2ccc(S(=O)(=O)Nc3ccccn3)cc2)c1
  -6	0	-7	-17	24	-1	-2	2	-17	-9	-24
32	CSc1cccc(NC(=S)N(CCC(C)C)C(C)c2ccncc2)c1 (stereo unspecified)
  -1	-19	-3	-14	-7	4	14	10	2	7	10
33	CC(=O)OC[C@@H]1CN(Cc2ccccc2)C[C@H](n2cnc3c(N4CCOCC4)ncnc32)O1
  2	-7	4	-9	7	·	9	-5	·	-5	-8
34	COCCCNC(=O)COc1ccc(S(=O)(=O)NCc2ccccc2)cc1Cl
  24	-5	13	-10	0	-9	5	0	-4	-12	17
35	CCOc1ccc(S(=O)(=O)N2CCCC(C(=O)NCc3ccccn3)C2)cc1C (stereo unspecified)
  18	5	1	24	8	-2	-5	-6	-9	-45	6
36	O=c1c2ccccc2nnn1CSc1nnnn1-c1ccccc1
  -31	1	-56	-46	-55	5	-2	-4	-17	-63	-43
37	CC(C)OC(=O)CSc1nnc(-c2ccccn2)n1-c1ccccc1
  3	-2	-27	-5	-8	1	3	-7	0	12	10
38	COc1ccc2[nH]c(=O)c(CN(C(=O)c3cccnc3)c3ccc(C)cc3C)cc2c1
  2	-7	1	6	-7	-3	-13	-6	35	8	11
39	COCCNc1nc2c(c(=O)n(C)c(=O)n2C)n1Cc1cccc(C)c1
  21	5	2	11	-6	2	-3	-1	16	27	-8
40	COc1ccc(OCC(=O)NNC(=O)C(=O)N2CCCC2)cc1
  -14	3	-1	-4	0	0	-2	7	-8	-13	7

Compound profiles, from the list above. Order of screens: COUP-TFII inh	NOD2 RIPK2 PPI	SRC1 inh	LRH-1 inv ag	TROY NFkB inh	TLR9-MyD88 block	Vif imaging	TRAIL sens C8	LMP1 NFkB inh	SRC2 inh	NCOA3 inh
Results for CC(=O)OC[C@@H]1CN(Cc2ccccc2)C[C@H](n2cnc3c(N4CCOCC4)ncnc32)O1 = 2	-7	4	-9	7	·	9	-5	·	-5	-8
Results for O=c1c2ccccc2nnn1CSc1nnnn1-c1ccccc1 = -31	1	-56	-46	-55	5	-2	-4	-17	-63	-43

More records:
The line under a structure holds: COUP-TFII inh	NOD2 RIPK2 PPI	SRC1 inh	LRH-1 inv ag	TROY NFkB inh	TLR9-MyD88 block	Vif imaging	TRAIL sens C8	LMP1 NFkB inh	SRC2 inh	NCOA3 inh
41	CNC(=O)C(=O)NCC(c1cccs1)S(=O)(=O)c1ccc(C)cc1 (stereo unspecified)
  4	-3	0	0	12	3	8	15	3	-2	-6
42	COc1ccccc1/C=N/NC1=NCCCCC1
  0	-11	-43	0	-14	1	-1	7	1	-23	1
43	O=C(CNC(=S)NC(=O)c1ccco1)c1ccccc1
  -19	10	-45	-20	-11	5	-4	5	-15	-29	-57
44	CN1CCCC(OC(=O)c2ccc(C(C)(C)C)cc2)C1 (stereo unspecified)
  17	2	-3	-26	-17	-4	9	-1	1	-3	-13
45	CCOc1ccc(C(C)=O)cc1COC(=O)c1cc([N+](=O)[O-])ccc1N1CCOCC1
  -7	-9	1	50	-6	-2	71*	-5	-8	1	4
46	O=C(Nc1ccccc1C(=O)N1CCCCC1)C1CCCCC1
  17	-4	-25	-7	-16	-3	-1	-13	6	21	-3
47	O=C(COC(=O)/C=C/c1cccc(C(F)(F)F)c1)NC(=O)NC1CCCC1
  6	-6	-13	9	9	-5	11	10	0	4	-19
48	CC[C@H](C)Cc1cn([C@@H](CCCN=C(NC(=O)OC(C)(C)C)NC(=O)OC(C)(C)C)C(=O)NCCCCCCCCCCC(=O)N2CCN(C(=O)OC(C)(C)C)CC2)nn1
  ·	-6	-2	-20	81*	-2	-11	24	3	·	9
49	COc1cc(O)c(C(C)=O)cc1OC
  3	-4	-10	3	-11	6	-5	-9	12	2	4
50	CC1Cc2ccccc2N1C(=S)NC(=O)c1ccc(Cl)cc1Cl (stereo unspecified)
  13	-9	-6	-8	43	-1	-4	-1	11	-4	21
51	OCC1(Cc2cccc(Cl)c2)CCCN(Cc2ccc3cc(F)ccc3n2)C1 (stereo unspecified)
  22	1	-9	14	14	-6	5	2	-2	8	4
52	COc1cccc(C2=NOC(C(=O)NCCN3CCOCC3)C2)c1 (stereo unspecified)
  8	7	-32	1	2	-1	-4	-3	-4	-20	-5
53	Cn1c(SCC(=O)N2CCCc3ccccc32)nnc1-c1c[nH]c2ccccc12
  12	0	2	22	-3	-7	8	-9	9	5	9
54	O=[N+]([O-])c1cccc(-c2ccc(CN3CCCCC3)o2)c1
  -12	-4	-15	-15	2	-9	9	-4	3	6	-17
